CDK5 p35 inh: blocks human CDK5/p35 kinase activity. Q00535+Q15078. Recombinant CDK5/p35, ADP-Glo luminescence, 60 min. inhibition, % at 10 µM. 330,000 tested, 0.01% active. AID 488839;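 active = highest replicate inhibition of at least 50% and at least 75% of replicates reaching 50%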;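 note: plate controls were DMSO neutral control for no effect and GW8510 at 10 µM for full effect; many of its hits are not listed in these tables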
Target sequence (Q00535 whole entry, looked up): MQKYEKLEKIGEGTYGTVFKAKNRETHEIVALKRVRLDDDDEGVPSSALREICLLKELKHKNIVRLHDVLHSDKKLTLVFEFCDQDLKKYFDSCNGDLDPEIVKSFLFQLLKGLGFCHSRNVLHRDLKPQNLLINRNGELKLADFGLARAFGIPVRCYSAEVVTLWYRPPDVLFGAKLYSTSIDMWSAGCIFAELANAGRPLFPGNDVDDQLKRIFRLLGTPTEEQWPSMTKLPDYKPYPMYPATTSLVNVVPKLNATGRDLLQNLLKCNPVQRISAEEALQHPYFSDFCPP
Target sequence (Q15078 whole entry, looked up): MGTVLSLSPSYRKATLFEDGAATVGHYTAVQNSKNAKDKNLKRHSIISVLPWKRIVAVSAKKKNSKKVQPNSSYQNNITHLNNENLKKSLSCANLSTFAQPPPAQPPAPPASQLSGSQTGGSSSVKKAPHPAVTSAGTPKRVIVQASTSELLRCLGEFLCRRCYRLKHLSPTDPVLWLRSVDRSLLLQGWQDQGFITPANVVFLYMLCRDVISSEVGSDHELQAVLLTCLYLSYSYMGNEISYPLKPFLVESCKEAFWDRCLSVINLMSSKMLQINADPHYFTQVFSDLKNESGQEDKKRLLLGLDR
Tat export inh: E. coli Tat transport inhibition; E. coli MC4100 TorA-mCherry Tat export, fluorescence; AID 488895; inhibition, % at 10 µM; 340,000 tested, 0.036% active;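 active = mean replicate inhibition at least 50% and at least half of replicates individually reaching 50%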;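 note: exported cargo escapes ClpAP degradation while cytoplasmic cargo is degraded and loses fluorescence; 0% = median of neutral control wells and 100% = median of NaSCN control wells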
Mot1-301 SUMO: SUMOylation pathway inhibition by Mot1-301 growth rescue. S. cerevisiae Mot1-301 growth rescue, ATP luminescence, 38.5C; percent above DMSO median, 100 means doubled. growth rescue, % at 18.8 µM. 320,000 tested, 1% active. AID 2716;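 active = every valid replicate shows activation above 250% relative to neutral control wells; inactive = the rest, any valid replicate at or below 250%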;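 note: OY570 slx delta 5 strain wells were the positive control but not used for scaling; some compounds called inactive have numbers as strong as hits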
Ecoli viability: counter-screen for AddAB inhibitors: E. coli growth inhibition; inhibition, % at 11.9 µM; 330,000 tested, 0.27% active; E. coli V3065 growth, OD600 absorbance, 18 h;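 active = inhibition above the campaign's mean inhibition across all tested compounds plus 3 SD, cut at about 9.9% in these data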;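 note: uninfected addAB+ strain grown without phage in ampicillin broth; 0% = DMSO wells and 100% = ciprofloxacin 0.95 µg/ml wells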
HTR5A ag ctr: activates human HTR5A in OPRM1-OPRD1 agonist counter-screen. P47898. HTR5A agonist assay, luminescence, cell-based. activation, % at 9.3 µM. 340,000 tested, 0.61% active; in the data active = activation mostly above about 9.5%, no sharp cut-off; inactive = mostly below about 7.6%;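 note: 0% = cells with vehicle only and 100% = reference agonist; strong numbers were not always called active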
Target sequence (P47898 whole entry, looked up): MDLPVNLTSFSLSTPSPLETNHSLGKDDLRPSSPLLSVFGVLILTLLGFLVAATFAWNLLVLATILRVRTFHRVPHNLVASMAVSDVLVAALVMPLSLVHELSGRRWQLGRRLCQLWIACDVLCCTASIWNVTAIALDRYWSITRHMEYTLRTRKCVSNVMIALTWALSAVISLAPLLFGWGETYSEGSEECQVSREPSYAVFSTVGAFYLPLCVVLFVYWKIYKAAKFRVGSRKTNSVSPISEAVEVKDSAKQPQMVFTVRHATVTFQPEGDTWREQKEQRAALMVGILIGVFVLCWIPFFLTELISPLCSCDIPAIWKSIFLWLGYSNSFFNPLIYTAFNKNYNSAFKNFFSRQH
PKA-R1A activ: activators of PKA-R1A complex | PKA-R1A dissociation, Cy5-IP20 fluorescence polarization; scaled: DMSO 0%, 113 µM cGMP 100% | AID 504707 | P00514+P68181 | activation, % at 11.4 µM | 340,000 tested, 0.083% active;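 active = percent activation above the mean of all tested compounds plus 3 SD, cut at about 19% in these data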;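 note: higher means more PKAc released from R1A so a rise in polarization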
DAGLB inh: blocks human DAGLB lipase activity. HEK293T DAGLB membrane lysate, EnzChek fluorogenic substrate. 340,000 tested, 0.059% active. Q8NCG7. inhibition, % at 5.17 µM; in the data active = inhibition above about 34%;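 note: 0% = enzyme with vehicle and 100% = wells lacking enzyme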
HTR5A inv ag: inverse agonist of human HTR5A in OPRM1-OPRD1 counter-screen. P47898. HTR5A cell line, luminescence, inverse agonism. inhibition, % at 9.3 µM. 340,000 tested, 0.083% active. AID 504634; in the data active = inhibition mostly above about 23%, no sharp cut-off; inactive = mostly below about 18%;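 note: 0% = cells with DMSO and 100% = no-cell wells with DMSO; some compounds called inactive have numbers as strong as hits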
phage Ecoli inh: E. coli growth loss with phage present | growth absorbance | inhibition, % at 11.9 µM | 360,000 tested, 0.26% active; in the data active = inhibition above about 11%
PKA-R2B act: activators of human PKA-R2B complex | P22694+P31323 | PKA-R2B holoenzyme dissociation, Cy5-IP20 fluorescence polarization; R2B truncated from residue 108, S112A mutant; 0% DMSO only, 100% 113 µM cGMP | 340,000 tested, 0.079% active | activation, % at 11.4 µM;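 active = activation above a cutoff set at the mean over all compounds plus 3 SD, cut at about 18% in these data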;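 note: higher means more holoenzyme dissociation and a rise in polarization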
AddAB inh: less growth of phage-infected E. coli with AddAB; AID 435030; inhibition, % at 11.9 µM; E. coli expressing H. pylori AddAB, absorbance growth; 330,000 tested, 0.29% active; in the data active = inhibition above about 12%;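 note: 0% = vehicle wells of infected cells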
* marks the source's active call; other numbers are inactive results; / = no result given.

cpd	SMILES	CDK5 p35 inh	Tat export inh	Mot1-301 SUMO	Ecoli viability	HTR5A ag ctr	PKA-R1A activ	DAGLB inh	HTR5A inv ag	phage Ecoli inh	PKA-R2B act	AddAB inh
1	COc1ccc(C2CC(c3cccc(Br)c3)=NN2c2ccc(S(N)(=O)=O)cc2)cc1 (stereo unspecified)	-1.4	1	/	0.9	2	-5	1	-6	1.2	-5	-0.2
2	Cc1ccc(S(=O)(=O)NCC(=O)N(CC(=O)NC(C)(C)C)Cc2ccc3c(c2)OCO3)cc1	-3.4	-3	2	-0.2	1	10	0	-2	1.4	4	3.0
3	CCOc1ccccc1NC(=O)CN1CCC(NC(=O)c2ccccc2C)CC1	-0.3	-13	-4	-2.4	2	1	1	-9	0.5	-5	-1.1
4	Cc1nc2ncnn2c(C)c1CCC(=O)O	-0.8	-3	0	-0.7	3	-14	2	2	0.9	5	-0.8
5	CC(=O)N(c1ccc(Cl)cc1)c1nc(C)cc(C)c1C#N	2.0	-3	1	-0.2	7	6	-1	-18	2.3	20*	1.7
6	Cc1cc(NS(=O)(=O)c2ccc(NC(=O)COc3c(C)cc(Br)cc3C)cc2)no1	2.0	2	-3	0.6	0	5	8	12	3.8	-4	3.0
7	Cc1ccc(C(C[N+](=O)[O-])c2c(C)[nH]n(-c3ccccc3)c2=O)cc1 (stereo unspecified)	-8.0	6	401*	1.0	1	-9	0	9	3.6	0	1.0
8	CCCCC(C(=O)NC1CCCC1)N(Cc1ccco1)C(=O)Cn1nnc(-c2ccc(F)cc2)n1 (stereo unspecified)	0.2	5	-8	-0.2	-1	-3	-11	-16	2.4	-4	-2.7
9	O=C(Cn1cc(C(F)(F)F)ccc1=O)N/N=C/c1cccc(Cl)c1Cl	-0.1	0	13	-0.5	2	2	-1	-4	3.1	-3	4.5
10	COc1ccc(NC(=O)Cc2c[nH]c3ccccc23)cc1S(=O)(=O)N1CCCCC1	-2.0	-1	-2	0.8	4	-4	-1	-10	2.3	0	-0.5
11	Nc1ncnc2nc(SCCOc3ccc(Cl)cc3)[nH]c12	-0.6	-3	4	1.2	0	-12	-1	-4	4.7	2	5.5
12	O=C(N/N=C/c1cccc2cccnc12)c1ccccc1O	0.1	4	188	1.9	-5	4	-2	18	1.7	-3	3.7
13	CN(C)C(=O)CCc1ccc2c3c([nH]c2c1)[C@]1(C)[C@@H](C(=O)N2CCOCC2)C[C@H](CC(=O)NCCc2ccccn2)C(=O)N1CC3	-0.5	-5	/	0.7	2	-6	0	-6	0.9	-6	-2.3
14	CC(C)CCN(CC(=O)NC(C)(C)C)C(=O)C(=O)Nc1ccc2c(c1)OCCO2	-0.6	6	-5	1.3	-5	-1	0	15	1.4	-1	3.6
15	Cc1ccc2cccc(S(=O)(=O)N3CCN(c4cccc(Cl)c4)CC3)c2n1	-0.7	9	9	0.6	5	-3	-1	-10	/	6	1.9
16	CCc1nnc(NC(=O)c2ccc(F)c(S(=O)(=O)N3CCCCC3)c2)s1	-0.5	2	/	/	1	-1	-1	-3	1.0	0	/
17	Cc1cc(C(=O)N2CCN(S(=O)(=O)c3ccc(F)c(Cl)c3)CC2)c(C)o1	-0.4	3	4	-0.7	2	4	0	-5	-0.1	7	0.3
18	O=C(Cn1cnc2c(oc3ccccc32)c1=O)N1CCN(c2ccccc2)CC1	0.4	-8	30	-0.4	-1	-7	-4	1	0.4	-4	1.3
19	COc1ccc(C)cc1S(=O)(=O)NC1CCCCCC1	-0.1	-1	-13	2.0	-1	9	0	2	1.9	6	-2.2
20	Cc1ccc(C)c(S(=O)(=O)N2CCCOC2CNC(=O)C(=O)NCc2cccs2)c1 (stereo unspecified)	1.4	-2	2	0.9	7	6	0	4	2.2	-4	0.1
21	Cc1nn2c3ccccc3n(Cc3ccccc3)c2nc1=O	0.3	4	-3	-0.4	3	-9	-1	-12	0.9	6	2.1
22	CC(C)Cc1nc2sc3c(c2c(=O)n1N)CC(C(C)C)OC3 (stereo unspecified)	-1.4	-10	2	-0.4	4	5	3	-11	2.2	14	-0.6
23	COc1ccc(/C=C2/S/C(=N/S(=O)(=O)Cc3ccccc3)NC2=O)cc1OC	0.1	13	3	-0.3	2	23*	4	-11	-0.3	5	-3.0
24	N#Cc1c(N2CCCC2)ccc(Br)c1Cl	-1.6	3	119	0.6	12	-2	-9	-5	3.0	-4	0.6
25	Cc1cccc(C)c1N=Cc1c(O)n(-c2nccs2)c(=O)c2ccccc12	-0.1	13	100	-0.2	6	8	-1	-17	/	-15	2.1
26	CC(C)n1nc(C(=O)Oc2cc(Cl)ccc2Cl)c2ccccc2c1=O	-1.0	-2	19	4.2	3	2	1	-3	2.3	10	2.3
27	CC(=O)N1CCN(c2ccc(NC(=O)c3cccc(C)c3)cc2)CC1	1.7	-5	-5	1.6	9	-6	-4	3	-0.9	8	0.8
28	CCOC(=O)CSC1=C(C#N)C(c2ccccc2C)C2=C(CCCC2=O)N1 (stereo unspecified)	-0.6	-7	8	-0.6	1	3	0	-11	0.2	-1	-1.3
29	CCc1noc(C)c1C(=O)N(C)CC(=O)Nc1ccc(Br)cc1C	0.1	-6	-9	2.8	-8	-4	-2	22	2.1	-3	0.7
30	CCOc1ccc(/C=N/NC(=O)c2csc(C)c2C)c(OCC)c1	-0.2	2	26	-0.9	4	-3	-5	-2	4.0	-2	-1.5

PKA-R1A activ: entries above that show a hit.
| no. | SMILES | CDK5 p35 inh | Tat export inh | Mot1-301 SUMO | PKA-R1A activ | DAGLB inh | phage Ecoli inh | PKA-R2B act | AddAB inh |
| --- | --- | --- | --- | --- | --- | --- | --- | --- | --- |
| 23 | COc1ccc(/C=C2/S/C(=N/S(=O)(=O)Cc3ccccc3)NC2=O)cc1OC | 0.1 | 13 | 3 | 23* | 4 | -0.3 | 5 | -3.0 |

The list continues.
cpd	SMILES	CDK5 p35 inh	Tat export inh	Mot1-301 SUMO	Ecoli viability	HTR5A ag ctr	PKA-R1A activ	DAGLB inh	HTR5A inv ag	phage Ecoli inh	PKA-R2B act	AddAB inh
31	CC(C)Sc1nnc([C@@H]2CCCN2C(=O)OC(C)(C)C)o1	-1.3	2	0	-0.6	3	-8	0	7	1.4	-14	2.5
32	CCN(CC)S(=O)(=O)c1ccc(C)c(NC(=O)COC(=O)CN2C(=O)NC(C)(C)C2=O)c1	-1.6	6	177	0.7	1	4	0	12	0.5	6	3.9
33	CC(=O)Nc1cc2c(cc1[N+](=O)[O-])-c1ccc(F)cc1C2	1.8	0	/	/	4	-2	1	-16	1.6	-2	/
34	CNc1c([N+](=O)[O-])cnn1-c1ccccc1F	-1.1	-2	-10	-2.0	/	/	/	/	2.2	/	0.7
35	Cc1ccc(C2(C)NC(=O)N(CC(=O)NCc3cccc(Cl)c3)C2=O)cc1 (stereo unspecified)	-1.1	11	-6	2.4	-1	-6	0	4	1.0	-6	1.2
36	CCn1c(C)c(C)c2cc(C(=O)NCCCN3CCCC3)ccc21	-0.2	4	32	-0.3	4	-1	1	-12	0.5	-6	3.4
37	NS(=O)(=O)c1ccc(-c2ccc(/C=N/NC(=O)c3ccccc3O)o2)cc1	-1.0	-1	-26	3.8	-3	11	0	-14	3.2	8	2.0
38	CC(=O)Nc1ccccc1OCC(=O)N(Cc1ccccc1)C(C)C	-1.0	0	-13	1.0	4	-1	2	1	1.8	-14	4.5
39	Fc1ccc2cnc(-c3cccnc3)cc2c1	2.4	-1	60	0.4	7	8	-1	-20	0.7	0	4.1
40	COc1cc(/C=N/NC(=O)C(Cc2c[nH]c3ccccc23)NC(=O)OCC(C)C)cc([N+](=O)[O-])c1OCc1ccccc1 (stereo unspecified)	-0.6	-2	-12	0.8	-7	-13	-1	19	2.8	2	-1.1
41	CCN(CC)CCNC(=O)Cn1c(C)cc2ccccc2c1=O	1.1	3	10	-2.9	2	5	-1	-6	3.9	14	0.8
42	Cc1cccnc1NC(=O)c1ccc(S(=O)(=O)N2CCCCCC2)cc1	-0.1	-4	-13	0.9	-9	-3	0	24	-1.6	1	2.2
43	CCc1ccc(S(=O)(=O)NCC2(N3CCOCC3)CCCCC2)cc1	-1.5	-1	20	-2.8	1	0	-1	8	0.1	-1	0.6
44	O=C(O)c1cccc(Nc2ncnc3c2cnn3-c2ccccc2)c1	0.1	0	-4	0.5	1	-6	1	-21	-1.0	4	3.1
45	O=C1CC(c2ccccc2)CC2=C1C(c1ccccn1)Nc1ccccc1N2 (stereo unspecified)	-0.2	6	-2	-1.4	8	-13	2	-11	1.6	-8	-1.1
46	O=C(CN1CCc2ccccc2C1)NC1CCCC1	-0.5	6	10	-1.8	5	6	0	12	1.1	1	-1.1
47	O=C1C(C2=NC(c3ccccn3)C3C(=O)N(c4ccc(Cl)cc4Cl)C(=O)C23)=C(O)c2ccccc21 (stereo unspecified)	2.1	0	3	0.1	-2	-2	-1	-17	1.2	1	-1.3
48	O=C(c1ccc(-n2nc(C(F)(F)F)c3c2CCCC3)cc1)N1CCOCC1	0.1	-1	-3	-1.1	6	-11	-3	-14	2.6	-4	1.1
49	O=C(C1CCN(S(=O)(=O)c2cccc3nsnc23)CC1)N1CCc2ccccc2C1	-2.4	9	144	-2.2	0	11	-1	-1	2.2	7	-1.0
50	CCCCCn1c(=NC(C)=O)c(C#N)cc2c(=O)n3ccccc3nc21	-3.5	19	-17	-2.1	-1	-9	2	-10	2.4	1	-1.1
51	CCCCCCCc1nn2c(=O)cc(O)nc2s1	0.2	19	0	0.7	-2	-10	9	-19	2.6	5	0.7
52	COc1ccc(-c2nc(-c3ccccc3)c(-c3cccs3)[nH]2)cc1OC	-9.7	5	142	-0.9	-3	8	1	9	0.0	0	3.6
53	CC(=O)c1ccc(N2CCN(S(=O)(=O)c3ccc4c(c3)NC(=O)CC(=O)N4)CC2)cc1	0.3	-4	43	-1.3	-3	-12	1	3	0.6	10	3.7

Look-ups from above:
O=C(c1ccc(-n2nc(C(F)(F)F)c3c2CCCC3)cc1)N1CCOCC1 @ Tat export inh: -1
O=C1CC(c2ccccc2)CC2=C1C(c1ccccn1)Nc1ccccc1N2 (stereo unspecified) @ PKA-R1A activ: -13
O=C(O)c1cccc(Nc2ncnc3c2cnn3-c2ccccc2)c1 @ Ecoli viability: 0.5
O=C(C1CCN(S(=O)(=O)c2cccc3nsnc23)CC1)N1CCc2ccccc2C1 @ CDK5 p35 inh: -2.4
Cc1ccc(C2(C)NC(=O)N(CC(=O)NCc3cccc(Cl)c3)C2=O)cc1 (stereo unspecified) @ PKA-R2B act: -6
O=C(CN1CCc2ccccc2C1)NC1CCCC1 @ PKA-R1A activ: 6

Structures shown so far that contain an aryl thioether with sulfur outside any ring:
cpd	SMILES	CDK5 p35 inh	Tat export inh	Mot1-301 SUMO	Ecoli viability	HTR5A ag ctr	PKA-R1A activ	DAGLB inh	HTR5A inv ag	phage Ecoli inh	PKA-R2B act	AddAB inh
11	Nc1ncnc2nc(SCCOc3ccc(Cl)cc3)[nH]c12	-0.6	-3	4	1.2	0	-12	-1	-4	4.7	2	5.5
31	CC(C)Sc1nnc([C@@H]2CCCN2C(=O)OC(C)(C)C)o1	-1.3	2	0	-0.6	3	-8	0	7	1.4	-14	2.5

Results in sequence from the entries so far.
Nos. 36 to 42 in Tat export inh read 4, -1, 0, -1, -2, 3, -4

Bioassay records: PubChem, several laboratories
